# S1P2 blocker = human S1P2 receptor antagonists, primary screen, cell-based. Sphingosine 1-phosphate receptor 2 (Homo sapiens), O95136. cell-based S1P2 antagonist assay, inhibition at 5 uM. inhibition, % at 5 µM. hit rate 0.21% among 97,000; in the data active = inhibition above about 45%;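 also: CRE beta-lactamase reporter cells expressing human S1P2 stimulated with S1P; 0% = agonist at EC80 alone and 100% = agonist plus reference antagonist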
# Target sequence (O95136 whole entry, looked up): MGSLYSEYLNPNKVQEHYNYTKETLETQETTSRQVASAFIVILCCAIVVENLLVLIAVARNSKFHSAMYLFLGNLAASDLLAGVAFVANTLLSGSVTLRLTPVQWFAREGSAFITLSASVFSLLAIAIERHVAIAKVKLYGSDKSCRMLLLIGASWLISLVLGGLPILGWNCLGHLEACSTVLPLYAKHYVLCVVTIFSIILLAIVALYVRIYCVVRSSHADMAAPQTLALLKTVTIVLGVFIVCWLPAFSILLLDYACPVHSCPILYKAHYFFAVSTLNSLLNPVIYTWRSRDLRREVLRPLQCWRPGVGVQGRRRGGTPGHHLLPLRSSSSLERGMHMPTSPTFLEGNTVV
# PostGolgi ctrl = growth inhibition of yeast control strain, primary screen, counter-screen for post-Golgi transport modulator project; inhibition, % at 10 µM; efflux-deficient yeast background strain, growth absorbance A615, 16 h; AID 738, 2007; hit rate 5% among 98,000
# Lung fibro prol = antiproliferative effect on LL 47 fibroblasts – human, LL 47 cells, CellTiter-Glo luminescence, primary screen; AID 719, 2007; LL 47 human lung fibroblast viability, ATP luminescence; active compounds read low; viability, % at 10 µM; hit rate 1.1% among 85,000;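 active = viability at or below 50% in the single dose screen; inactive = viability above 50%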;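 also: compound exposure lasted 72 h before the ATP readout; 100% = median luminescence of untreated cell-only wells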
#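 Material: human LL 47 lung fibroblast cells; quantity: 1,150 cells/well; medium: IMEM plus 15% FBS; doses: 0.1% DMSO in all compound wells; timing: overnight attachment after seeding, then 72 h compound exposure at 37 °C; detection: CellTiter-Glo luminescence; measure: % viability of median cell-only signal; controls: cell-only wells, no compound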
# S1P2 agonist = S1P2 receptor agonists, primary screen, cell-based; Sphingosine 1-phosphate receptor 2 (Homo sapiens), O95136; S1P2-expressing cell line, agonist reporter read-out; hit rate 0.46% among 97,000; activation, % at 4.5 µM; in the data active = activation above about 16%;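 also: 0% = vehicle low control and 100% = maximal reference agonist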
# H69AR growth 86K = proliferation blockers of H69AR lung cancer cells, primary screen, cell-based, human, 86K library; H69AR lung tumor viability, ATP luminescence, 72 h; active compounds read low; viability, % at 10 µM; hit rate 6% among 85,000;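 active = viability at or below 40%; inactive = viability above 40%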;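 also: multidrug resistant small cell line overexpressing MRP-1 efflux transporter; 100% = mean luminescence of untreated control wells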
# PostGolgi yeast = phenotypic screen on post-Golgi transport, primary screen. hit rate 0.9% among 98,000. AID 739, 2007. post-Golgi transport phenotypic cell assay. inhibition, % at 10 µM;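 also: yeast cells grown in 1536-well plates; yeast grown about 18 h at 30C before absorbance read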
# E coli WT exp = growth inhibitors of wild-type E. coli, primary screen, strain BW25113, expanded library, OD600 | OD600 absorbance | growth inhibition, % at 100 µM | hit rate 0.15% among 98,000 | AID 710, 2007;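 active = growth inhibition above about 50% at one test dose, limit read from the data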;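 also: growth measured after 20 h incubation at 37 °C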
# hDAT+cocaine = changed hDAT dopamine uptake under cocaine IC80, either direction, primary screen, cocaine antagonist project, cell-based, LLC-PK1 hDAT, [14C]-dopamine uptake, MLSMR; B-score at 10 µM; Sodium-dependent dopamine transporter (Homo sapiens), Q01959; AID 449768, 2010; LLC-PK1 hDAT cells, [14C]-dopamine uptake with cocaine IC80; actives deviate in either direction; hit rate 1.3% among 110,000;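 active = Z score or B-score, a plate-position-corrected score, falls beyond the plate's 99.7% confidence bounds, in either direction; inactive = both scores lie inside the 99.7% bounds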;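 also: scored against the spread of the other compound wells on the same plate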
# Target sequence (Q01959 whole entry, looked up): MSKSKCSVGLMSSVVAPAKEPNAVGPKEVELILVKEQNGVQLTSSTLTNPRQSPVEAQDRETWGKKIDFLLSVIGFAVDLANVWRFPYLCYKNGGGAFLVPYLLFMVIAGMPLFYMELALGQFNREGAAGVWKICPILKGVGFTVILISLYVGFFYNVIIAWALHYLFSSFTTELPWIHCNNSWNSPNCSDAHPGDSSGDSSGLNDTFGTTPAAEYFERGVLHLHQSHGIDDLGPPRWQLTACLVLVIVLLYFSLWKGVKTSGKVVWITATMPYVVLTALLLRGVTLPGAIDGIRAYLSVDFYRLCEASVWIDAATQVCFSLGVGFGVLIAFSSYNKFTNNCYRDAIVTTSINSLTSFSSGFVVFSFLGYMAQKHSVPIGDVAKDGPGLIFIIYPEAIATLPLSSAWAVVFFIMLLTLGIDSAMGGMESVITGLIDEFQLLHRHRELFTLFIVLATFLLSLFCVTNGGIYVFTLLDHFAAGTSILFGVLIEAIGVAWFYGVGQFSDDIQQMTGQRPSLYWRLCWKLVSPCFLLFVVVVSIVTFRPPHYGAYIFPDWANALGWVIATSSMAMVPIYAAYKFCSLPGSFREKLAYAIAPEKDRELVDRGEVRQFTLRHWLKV
# HUVEC prolif 384 = inhibitors of HUVEC proliferation, primary screen, cell-based, 384-well. CellTiter-Glo luminescence, 72 h; active compounds read low. viability, % at 10 µM (by protocol). hit rate 1.1% among 86,000. AID 648, 2007;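 active = viability at or below 30%; inactive = viability above 30%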;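 also: 100% = median luminescence of DMSO-only cell control wells on each plate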
# The depositor's hits bear a star; / = no result given. Rule as the data show it, unless noted: active = inhibition above about 30%; inactive = the rest.
# Start of the data: the first 4 entries (preview)
structure,S1P2 agonist,HUVEC prolif 384,S1P2 blocker,PostGolgi yeast,H69AR growth 86K,Lung fibro prol,hDAT+cocaine,PostGolgi ctrl,E coli WT exp
CN1C(=S)SC(C)(NO)C1(C)C (configuration not stated),-1.8,97.3,6.8,8.6,85.8,96.6,-0.827,-13.1,-7.0
CCCCCCCCCCn1c2c(c(=N)c3c1CCC3)CCC2,-4.9,4.3*,86.9*,11.2,1.8*,8.6*,-0.698,97.4*,100.0*
N#CC(C(=O)C12CC3CC(CC(C3)C1)C2)c1nc2ccccc2[nH]1 (configuration not stated),-2.3,86.7,-6.3,-6.5,46.2,93.5,-0.227,73.7*,-16.0
Cc1ccc(C(=O)COC(=O)CNC(=O)c2cccs2)cc1,-6.1,103.9,2.2,0.8,103.5,95.4,-0.144,4.0,8.0

# The listing, from the first entry:
structure,S1P2 agonist,HUVEC prolif 384,S1P2 blocker,PostGolgi yeast,H69AR growth 86K,Lung fibro prol,hDAT+cocaine,PostGolgi ctrl,E coli WT exp
CN1C(=S)SC(C)(NO)C1(C)C (configuration not stated),-1.8,97.3,6.8,8.6,85.8,96.6,-0.827,-13.1,-7.0
CCCCCCCCCCn1c2c(c(=N)c3c1CCC3)CCC2,-4.9,4.3*,86.9*,11.2,1.8*,8.6*,-0.698,97.4*,100.0*
N#CC(C(=O)C12CC3CC(CC(C3)C1)C2)c1nc2ccccc2[nH]1 (configuration not stated),-2.3,86.7,-6.3,-6.5,46.2,93.5,-0.227,73.7*,-16.0
Cc1ccc(C(=O)COC(=O)CNC(=O)c2cccs2)cc1,-6.1,103.9,2.2,0.8,103.5,95.4,-0.144,4.0,8.0
O=C(Cn1cnc2c(cnn2-c2ccc(F)cc2)c1=O)N1CCN(c2ccccc2)CC1,-3.0,97.2,1.8,-1.4,47.5,86.7,0.133,-2.1,0.0
CCOC(=O)/C(N=Nc1ccc(Cl)cc1)=C(/O)c1ccc([N+](=O)[O-])cc1,-2.6,/,13.4,8.0,/,/,/,1.8,-10.0
CC(C)CC(=O)NC(=S)Nc1ccccc1F,-5.8,/,5.5,3.3,/,/,-0.0213,-2.4,8.0
Nc1cc(-c2ccc(Cl)cc2)nn1S(=O)(=O)c1cccc2nsnc12,-2.1,98.3,28.0,58.0*,59.8,90.6,0.986,65.7*,-1.0
Cc1cc(C)cc(NC(=O)CCC(=O)Nc2cc(C)on2)c1,-2.5,97.3,-14.6,/,100.3,92.2,-0.111,/,/
CCOC(=O)C(O)(CC(=O)Nc1cc(F)ccc1C)C(F)(F)F (configuration not stated),-1.2,97.3,6.5,/,106.9,104.0,-1.25,/,/
O=C(Nc1ccc(Cl)cc1)c1cc2nc(C3CC3)cc(C(F)(F)F)n2n1,-4.8,69.5,-3.7,12.0,79.5,103.4,-0.0266,4.1,-14.0
CCOc1ccc(/C(O)=C2\C(=O)C(=O)N(CCN(C)C)C2c2cccc(OC)c2OC)cc1Cl (configuration not stated),-1.7,94.1,1.8,1.2,100.2,106.3,-0.64,2.1,5.0
CCOC(=O)CSC1=C(C#N)C(c2ccc(C)o2)CC(=O)N1 (configuration not stated),/,33.5,/,-1.7,94.3,48.6*,0.466,4.1,3.0
CSCCC(C(=O)N1CC2(C)CC1CC(C)(C)C2)N1C(=O)c2ccccc2C1=O (configuration not stated),-6.0,89.9,7.2,/,94.7,94.0,0.257,/,/
CNC(=O)CC1C(=O)N(C)C(=S)N1NC(=O)c1ccc(Cl)cc1 (configuration not stated),-7.8,99.4,10.1,2.2,108.6,108.3,-0.01,4.0,1.0
COCCCNC(=O)c1ccc2c(c1)ncn2-c1ccccc1OC,/,/,/,17.1,/,/,0.137,16.4,3.0
COc1ccc(-n2nnnc2/C=C\Nc2ccccc2C(=O)c2ccccc2)cc1,-4.3,/,17.1,4.5,/,/,2.22,14.0,-11.0
Cn1c(=O)c2c(ncn2CC(=O)N2CCN(c3ccccc3)CC2)n(C)c1=O,-1.0,107.7,20.2,-10.0,105.1,101.4,0.591,4.3,-8.0
Cc1ccc(-c2nnc(Nc3ccc(CC(N)=O)cc3)c3ccccc23)cc1,-2.1,/,-8.2,3.2,/,/,-0.072,3.2,4.0
CCCCNC(=O)CCCn1c(=O)c2ccccc2n(CC(=O)NCCC2=CCCCC2)c1=O,-3.7,97.2,6.0,-10.2,91.5,95.8,-0.201,12.3,-4.0
CC(C)Sc1nc2c(c(=O)[nH]c(=O)n2C)n1C,-1.6,85.0,-14.4,-9.2,96.6,96.4,0.317,4.2,-8.0
C=CCN(C(=O)CNC(=O)c1ccco1)C(C(=O)NC1CCCCC1)c1ccc(F)cc1 (configuration not stated),-3.3,95.8,3.4,12.4,76.3,96.5,0.145,8.0,2.0
CCn1ccnc1C(O)c1cccc(OC)c1OC (configuration not stated),-6.7,101.3,14.4,-12.9,95.6,107.1,0.00837,5.1,-4.0
CCC1Oc2ccc(C)cc2N(CC(=O)N(Cc2cccnc2)Cc2cccc(F)c2)C1=O (configuration not stated),-7.5,87.2,5.2,/,42.7,90.2,0.0444,/,/
N/C(=N\OS(=O)(=O)c1ccc(Cl)cc1)c1ccncc1,-3.4,83.3,-6.5,-7.5,99.4,101.9,-0.408,4.0,6.0
CCCn1c(=N)n(CC(O)c2ccco2)c2ccccc21 (configuration not stated),-4.1,96.3,16.6,-7.3,85.8,101.5,0.718,-10.9,3.0
COc1ccc(CN(C(=O)CN2C(=O)C(C)Oc3ccccc32)C2CCCC2)c(OC)c1 (configuration not stated),-5.6,102.0,-9.5,-4.9,77.8,93.5,-0.0254,13.5,-6.0
O=C(O)CCn1c(=O)[nH]c2ccccc2c1=O,-7.6,97.5,12.8,-8.8,91.9,104.8,-0.954,17.3,1.0
O=C(COc1ccccc1)N1CCc2ccccc2C1,-2.4,99.3,-15.2,-1.9,100.2,104.1,1.19,15.2,3.0
Nc1nc(N2CCN(C(=O)c3ccco3)CC2)nc2ccccc12,-4.2,90.6,0.6,/,79.4,97.3,0.213,/,/
CCCCN(C)CCCNC(=O)CC1Oc2ccccc2NC1=O (configuration not stated),-0.4,89.4,-2.1,3.5,95.2,99.4,-0.373,15.2,4.0
Cc1cc(Cl)c(S(=O)(=O)NCc2cccnc2)cc1OCC(N)=O,-1.3,87.5,10.0,-2.4,99.3,/,-2.23,3.5,9.0
CCOC(=O)Cc1ccc(NS(=O)(=O)c2ccc(SC)cc2)cc1,-1.8,108.2,-9.2,13.3,99.1,110.7,1.48,16.4,2.0
CS(=O)(=O)N(CC(=O)Nc1ccccc1C(=O)NCc1ccccc1)c1ccc2c(c1)OCCO2,1.0,83.8,-3.9,-11.8,101.6,100.7,-0.00471,-2.0,-8.0
CCN(CC)CCCNC(=O)Cn1nc(-c2ccccc2)ccc1=O,-7.7,99.2,7.0,1.1,103.9,100.2,-0.531,9.9,4.0
O=C(CCCOc1ccccc1)Nc1nncs1,-3.5,87.3,6.2,2.3,94.0,101.0,-0.115,2.9,8.0
Cc1c(N(C)C(=O)c2ccccc2F)c(=O)n(-c2ccccc2)n1C,-4.0,92.0,4.7,1.9,97.4,91.7,0.352,0.1,4.0
COc1ccc(-c2[nH]ncc2/C=N\NS(=O)(=O)c2ccc(Cl)cc2)cc1,-2.5,/,-12.5,1.3,/,/,0.176,30.6*,0.0
COc1cc(C=O)ccc1OCC(=O)N1CCOCC1,-0.9,114.6,-10.9,-20.3,99.4,106.0,-0.197,0.8,-2.0
Cc1ccc(C)c(N(CC(=O)NCCSCc2ccco2)S(C)(=O)=O)c1,-4.4,97.9,15.9,-8.5,83.8,99.9,0.364,12.1,1.0
CS(=O)(=O)N(CC(=O)NCC1CCCO1)Cc1ccc(Cl)cc1 (configuration not stated),-6.2,98.3,-3.6,8.5,87.4,99.6,0.509,2.4,-3.0
COc1ccc2nc(SCC(=O)/C(C#N)=C(\C)N)[nH]c2c1,-4.4,86.6,-9.1,-1.2,81.2,92.2,0.282,8.2,9.0
COc1ccc2oc(=O)c(C(=O)NCc3ccccn3)cc2c1,-6.8,105.2,-2.0,/,99.3,103.4,0.199,/,/
NC(=O)CSc1nnc(CCc2nc3ccccc3[nH]2)n1-c1ccccc1,-1.6,100.9,-2.1,/,91.9,100.2,/,/,/
O=C(N/N=C/c1cccs1)c1cccc2cc[nH]c12,0.3,/,15.3,0.5,/,/,1.01,0.9,4.0
COCCNC(=O)C(c1cccs1)N(C(=O)Cn1nnc2ccccc21)c1cccc(C)c1 (configuration not stated),-1.5,94.2,-4.8,-2.7,83.5,99.1,-0.024,-4.4,-1.0
CCOc1cc(/C=N/N=C(/N)c2nonc2N)cc(Br)c1OCc1ccc(Cl)cc1,-7.0,22.2*,5.1,-5.0,18.2*,28.6*,-0.274,12.6,-14.0
CC(NC(=O)CSc1n[nH]c(=O)n1C1CC1)C12CC3CC(CC(C3)C1)C2 (configuration not stated),-1.3,88.8,-10.3,3.2,96.2,96.3,-0.0433,9.6,6.0
CCn1c(CNC(=O)c2cccs2)nnc1SCC(=O)Nc1cc(Cl)ccc1C,-4.7,107.2,-7.2,-0.5,91.5,102.0,-0.1,-4.6,-7.0
CCOC(=O)C1CCN(S(=O)(=O)c2nc3nc(C)cc(C)n3n2)CC1,/,95.8,/,-0.6,103.2,110.0,-1.4,12.4,-1.0

# Next part
structure,S1P2 agonist,HUVEC prolif 384,S1P2 blocker,PostGolgi yeast,H69AR growth 86K,Lung fibro prol,hDAT+cocaine,PostGolgi ctrl,E coli WT exp
Brc1ccc(/C=N/Nc2ccc3ccccc3n2)cc1,-5.4,/,-10.1,-8.7,/,/,-0.0043,9.9,-6.0
CCCn1c(C(Cc2ccccc2)NC(=O)COC)nc2ccccc21 (configuration not stated),-2.9,107.5,13.1,-4.7,92.9,93.2,-0.448,7.1,3.0
CC1=C(C(=O)OC(C)C)C(c2coc3ccccc3c2=O)C2=C(CCCC2=O)N1 (configuration not stated),-1.3,89.2,-11.8,26.0,90.9,91.4,0.209,3.5,-2.0
C/C(CC(=O)NCc1ccco1)=N\NC(=O)Cc1ccc(Cl)cc1,-6.8,/,-10.4,-11.4,/,/,0.103,-0.2,16.0
CCOC(=O)C1CCCn2c1nc1sc3c(c1c2=O)CCCC3 (configuration not stated),-1.7,97.8,18.2,-6.6,89.3,96.8,-0.892,38.2*,14.0
CCn1cc(C(=O)NCC2CCCO2)c(=O)c2cc(S(=O)(=O)N(C)C3CCCCC3)ccc21 (configuration not stated),-3.7,77.0,10.8,-2.2,70.0,101.9,2.23,2.9,3.0
COc1ccccc1-n1cnnc1SCC(=O)c1ccc[nH]1,-7.7,92.9,-14.6,-21.2,87.0,108.4,1.02,3.4,-4.0
Cc1nn(-c2ccc(F)cc2)c(Cl)c1/C=C(\CCC(=O)O)c1nc2ccccc2s1,-5.9,76.3,-3.9,2.0,95.0,95.6,0.188,9.9,1.0
CC(c1ccccc1)N1C(=O)c2ccccc2C1O (configuration not stated),-3.8,98.6,5.6,2.2,90.5,99.2,0.252,7.1,9.0
